TRPV1 ag = human TRPV1 agonism; TRPV1-expressing cells, Fluo-8 calcium influx, agonist mode; activation, % at 8.33 µM; 320,000 compounds, 0.19% hits; AID 540275; in the data active = activation above about 80%; inconclusive = between about 30% and that limit; also: 0% is about no effect
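TRPV1-expressing cells were cultured overnight at 35.5C and loaded with Fluo-8 calcium dye for 40 to 90 min at room temperature. After a 10 s baseline, compound was added and calcium influx was read kinetically for 3 min (ex 480/em 520 nm).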
Eya2 inh = blocks the phosphatase activity of human Eya2; 330,000 compounds, 0.006% hits; Potency, µM (titrated, usually from 76.9 µM), for the others: top-dose activity, negative = inhibition, hits mostly inhibitors; recombinant Eya2, OMFP fluorescence dephosphorylation (OMFP is methylfluorescein phosphate); AID 488837; also: potency is read from the fitted curve at half-maximal effect; % is scaled to controls: 0 for no effect and ±100 for the full control effect
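Eya2 protein (added as 0.2 uM solution) was preincubated with compound for 10 min at ambient temperature in 50 mM HEPES pH 7.5, 50 mM NaCl, 5 uM MgCl2, 0.05% BSA, 1 mM DTT. OMFP (added at 50 uM) then reacted 10 min; fluorescence read at 485/525 nm.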
TCR activator = T cell receptor activation; primary human leukocytes, anti-CD3, IL-2 HTRF, 48 h; 330,000 tested, under 10 active; Potency, µM (highest dose often 9.22 µM), for the others: at the top dose activation of IL-2 secretion, most hits filed as activators; also: % of control where 0% means no effect
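1) Mix primary human leukocytes, a-CD3 beads and compound. 2) Incubate 48 hr. 3) Add HTRF IL-2 reagents (a-IL-2-K, a-IL-2-d2).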
TSHR antagonist = antagonists of human thyroid stimulating hormone receptor; P16473; activity change, negative = inhibition, % at 11.5 µM; 330,000 compounds, 0.2% hits; TSHR-expressing cells, TSH-stimulated cAMP HTRF, 2 h; active compounds read low; AID 504810;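 active = activity change below a set negative limit, meaning inhibition stronger than a set level, cut at about -70% in these data; inconclusive = activity change between two set negative limits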; also: % is scaled to controls: 0 for no effect and ±100 for the full control effect
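Inhibition of cAMP made by TSHR-expressing cells under TSH stimulation (4nM final, EC80; 2 h, 37 deg C) is quantified with a one-step lysis HTRF kit, anti-cAMP cryptate versus cAMP-d2.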
AT treatment = potential ataxia-telangiectasia treatments restoring KAP-1 phosphorylation; […] A-T fibroblasts, KAP-1 phosphorylation AlphaLISA; neocarzinostatin DNA damage 30 min before lysis; AID 485349; 320,000 compounds, 0.19% hits; Potency, µM (top dose mostly 57.5 µM), for the others: at the top dose activation, usual class: activators; also: potency is read from the fitted curve at half-maximal effect; % of control where 0% means no effect; nearly all actives have a fitted effect of over 45% in size
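hTERT-immortalized A-T patient fibroblasts ([…]), 500 cells/well in OPTI-MEM, 1% FBS, got compounds for 60 min, then NCS for 30 min at 37C. Lysates were then assayed for phospho-KAP-1 by AlphaLISA (anti-pKAP1 donor, anti-KAP1 acceptor beads), 6 hr at 25C.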
ELG1 DNA repair = inhibitors of ELG1-dependent DNA repair in HEK293T cells | AID 504467 | HEK293T ELG1-luciferase reporter, luminescence, 16 h; DNA damage induced by 5-fluorouridine | Potency, µM (series often up to 46.1 µM), inactives show at the top dose activity change, negative = inhibition, usual class: inhibitors | 330,000 compounds, 2.3% hits; also: potency is read from the fitted curve at half-maximal effect; % is scaled to controls: 0 for no effect and ±100 for the full control effect; nearly all actives have a fitted effect of over 55% in size
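HEK293T cells expressing luciferase-tagged ELG1 (2,000/well) received 5-Fluorouridine plus compound or DMSO for 16 hr at 37 °C. Luciferase was read by ONE-Glo luminescence after 30 min at room temperature.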
Mito fusion yeast = inhibitors of mitochondrial division or activators of mitochondrial fusion; S. cerevisiae fusion-defective mutant growth rescue, CellTiterGlo 48 h; 320,000 compounds, 0.23% hits; Potency, µM (highest dose often 46.1 µM), without a hit: at the highest dose growth rescue (activation), most hits filed as activators;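 also: potency is read from the fitted curve at half-maximal effect; % of control where 0% means no effect; nearly all actives have a fitted effect of over 45% in size; temperature-sensitive fusion mutants such as fzo1-1 at 37 °C on non-fermentable ethanol glycerol medium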
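Compounds are tested for their ability to restore growth of mitochondrial fusion-defective yeast strains at non-permissive 37C in YPEG medium over 48 hours. Viability is quantified by luciferase luminescence.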
USP2a inh = USP2a (human) protease inhibition; O75604; USP2 core, Ub-CHOP2 coupled fluorogenic reporter, 485/531; Potency, µM (top dose mostly 38.3 µM), without a hit: top-dose activity change, negative = inhibition, actives largely listed as inhibitors; 330,000 compounds, 0.01% hits; AID 463254;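 also: potency is read from the fitted curve at half-maximal effect; plate controls were DMSO wells for no effect and full inhibition by NEM control for full effect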
Target sequence (O75604 whole entry, looked up): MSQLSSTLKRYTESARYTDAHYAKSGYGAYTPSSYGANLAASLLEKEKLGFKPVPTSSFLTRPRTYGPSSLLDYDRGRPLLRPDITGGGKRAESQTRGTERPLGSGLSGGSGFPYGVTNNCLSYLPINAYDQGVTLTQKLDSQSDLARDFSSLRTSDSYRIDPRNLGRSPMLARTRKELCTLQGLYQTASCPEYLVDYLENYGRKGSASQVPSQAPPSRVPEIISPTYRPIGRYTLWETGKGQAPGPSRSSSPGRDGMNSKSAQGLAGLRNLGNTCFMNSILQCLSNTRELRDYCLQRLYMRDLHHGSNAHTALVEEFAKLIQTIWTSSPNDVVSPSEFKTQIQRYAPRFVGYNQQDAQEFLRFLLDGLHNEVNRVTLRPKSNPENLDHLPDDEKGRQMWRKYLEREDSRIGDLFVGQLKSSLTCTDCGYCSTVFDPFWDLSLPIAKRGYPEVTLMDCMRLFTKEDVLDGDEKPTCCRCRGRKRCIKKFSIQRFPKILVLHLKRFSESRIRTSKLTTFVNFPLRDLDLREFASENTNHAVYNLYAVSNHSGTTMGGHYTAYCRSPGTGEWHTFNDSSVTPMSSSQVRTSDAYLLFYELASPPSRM
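Cell-free coupled assay: 10nM USP2 core preincubated 30min RT with compound in Tris-HCl pH 8.0/CaCl2/CHAPS buffer, then 25nM Ub-CHOP2 and 25nM reporter substrate; fluorescence (Ex 485/Em 531) read after 60min RT, normalized to NEM inhibition, concentration-response curves fitted.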
KCNH2 WT inh = KCNH2 (human, wildtype) channel inhibition; U2OS, BacMam KCNH2, thallium flux FluxOr; active compounds read low; activity change, % at 1.84 µM; 340,000 compounds, 0.37% hits;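 active = maximum activity change below -70%; inconclusive = maximum activity change between -70% and -50%; inactive = maximum activity change above -50%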; also: % is scaled to controls: 0 for no effect and ±100 for the full control effect
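U2OS cells transduced with wild-type KCNH2 virus are loaded with FluxOr dye for 45 min, and thallium flux is measured in kinetic reads before and after stimulation buffer. Rate constants are normalized to DMSO controls.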
KCNH2 3.1 block = inhibitors of human KCNH2 3.1 potassium channel isoform. U2OS KCNH2 3.1, thallium flux FluxOr; active compounds read low. activity change, % (tested at about 1.8 µM). 340,000 compounds, 0.95% hits. AID 720553;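 active = maximum activity change below -70%; inconclusive = maximum activity change from -70% to -50%; inactive = maximum activity change above -50%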;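 also: thallium influx rate constant from kinetic fluorescence after stimulation buffer; % is scaled to controls: 0 for no effect and ±100 for the full control effect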
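FluxOr-based Tl+ influx in U2OS cells transduced with KCNH2 3.1 virus; rate constants normalized to DMSO controls.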
* = called active by the depositor; ? = inconclusive; · = not tested or not shown; [ ] = another dose, or the depositor's remark. Unless noted, calls follow the shape of the dose curve; as a rule, active = well fitted curve in the direction sought with a large enough effect; inconclusive = small, poorly fitted or top-dose-only effect, or another doubt; inactive = no such curve, though single readings can be large; an effect the other way counts as inactive or inconclusive. The list is partial. The share of hits here may be higher or lower than overall.

Fields – KCNH2 3.1 block, TCR activator, Eya2 inh, ELG1 DNA repair, AT treatment, KCNH2 WT inh, Mito fusion yeast, USP2a inh, TSHR antagonist, TRPV1 ag
1	O=C(COC(=O)c1ccc(Br)o1)NCc1ccc(Cl)cc1
 : 2, 0%[46.1 µM], 2%, 2%, -6%, 4, ·, 2%, -10, ·
2	CC(=O)C1=C(C)Nc2ncnn2C1c1cccc(OCc2ccccc2)c1 (stereo not drawn)
 : -7, -2%, -4%, -4%, -9%, -1, 1%, 2%, -7, 0
3	COc1ccc(CN(C)C(=O)CCN(c2ccccc2)S(=O)(=O)c2ccc(C)cc2)c(OC)c1
 : 5, 0%, -22%, ?, 0%, 11, ?, 1%, 16, 14
4	CCCCc1nnc(NC(=O)c2ccc3[nH]c(=O)c(=O)[nH]c3c2)s1
 : 2, -4%, 2%, 12%, -2%, -5, 0%, 5%, 20, -2
5	CC(C)Oc1ccc(C(=O)NCc2ccco2)cc1
 : 3, -3%, -1%, ?, 5%, 1, 2%, 1%, 13, 0
6	CC1OC2C(OC1C)N(S(C)(=O)=O)CCN2S(C)(=O)=O (stereo not drawn)
 : -12, 10%, -10%, 15%, -4%, 2, -5%, 0%, 33, -3
7	Cc1ccccc1OCCC(=O)NCCc1ccc(S(N)(=O)=O)cc1
 : -1, 2%, -4%, 10%, 8%, 7, -1%, -1%, -1, -1
8	CC(=O)Nc1ccc(NC(=O)COC(=O)C2(c3ccc(Cl)cc3)CCCC2)cc1
 : 4, 0%[46.1 µM], -6%, ?, 17%, 4, 1%, 1%, 13, ?
9	Cc1cc(C)c(NC(=O)Cn2nnc(C(=O)NCCc3ccccc3)c2N)c(C)c1
 : -10, -7%, -6%, -7%, 1%, 2, -7%, 2%, 0, 0
10	Cc1ccc(C)c(NC(=O)CSc2nnc(-c3ccccc3)o2)c1
 : -5, 5%, 3%, 27%, -5%, -10, 0%, 1%, 9, 17
11	CC(=O)c1cccc(N2C(=O)C3C4CCC(C4=C(C)C)C3C2=O)c1 (stereo not drawn)
 : -5, 2%[46.1 µM], 5%, -6%, 12%, 0, 0%, 4%, 8, 7
12	O=C(COc1ccc(Cl)cc1Cl)Nc1ccc(CN2CCOCC2)cc1
 : -17, 3%, 9%, -14%, 1%, 8, 4%, 1%, 2, 19
13	O=c1[nH]c(-c2ccc(Cl)cc2)nc2c1cnn2-c1ccccc1
 : ·, ·, 10%, 3%, 3%, ·, -2%, 3%, 6, -1
14	COc1ccc(CCN(C)CCC(=O)Nc2ccc(C)cc2)cc1OC
 : -28, 0%[46.1 µM], 6%, 3%, -5%, 43, -7%, -1%, 5, 1
15	COc1cc(C(=O)NCc2nnc(SCC(=O)N3CCCCC3)o2)cc(OC)c1OC
 : 13, -18%, -18%, -6%, 1%, -2, 0%, -1%, 1, -6

From no. 13 to 15, copied from above:
Fields – KCNH2 3.1 block, TCR activator, Eya2 inh, ELG1 DNA repair, AT treatment, KCNH2 WT inh, Mito fusion yeast, USP2a inh, TSHR antagonist, TRPV1 ag
13	O=c1[nH]c(-c2ccc(Cl)cc2)nc2c1cnn2-c1ccccc1
 : ·, ·, 10%, 3%, 3%, ·, -2%, 3%, 6, -1
14	COc1ccc(CCN(C)CCC(=O)Nc2ccc(C)cc2)cc1OC
 : -28, 0%[46.1 µM], 6%, 3%, -5%, 43, -7%, -1%, 5, 1
15	COc1cc(C(=O)NCc2nnc(SCC(=O)N3CCCCC3)o2)cc(OC)c1OC
 : 13, -18%, -18%, -6%, 1%, -2, 0%, -1%, 1, -6

Reprinted at random: two records from the list, in no set order.
Fields – KCNH2 3.1 block, TCR activator, Eya2 inh, ELG1 DNA repair, AT treatment, KCNH2 WT inh, Mito fusion yeast, USP2a inh, TSHR antagonist, TRPV1 ag
8	CC(=O)Nc1ccc(NC(=O)COC(=O)C2(c3ccc(Cl)cc3)CCCC2)cc1
 : 4, 0%[46.1 µM], -6%, ?, 17%, 4, 1%, 1%, 13, ?
1	O=C(COC(=O)c1ccc(Br)o1)NCc1ccc(Cl)cc1
 : 2, 0%[46.1 µM], 2%, 2%, -6%, 4, ·, 2%, -10, ·

The list goes on.
Fields – KCNH2 3.1 block, TCR activator, Eya2 inh, ELG1 DNA repair, AT treatment, KCNH2 WT inh, Mito fusion yeast, USP2a inh, TSHR antagonist, TRPV1 ag
16	CC(=O)c1sc(NC(=O)c2ccccc2)nc1-c1ccccc1
 : -4, 4%, -2%, ?, 18%, -1, 6%, -5%, 24, 1
17	COCCN(C(=O)CSc1nc2ccccc2c(=O)n1C(C)COC)c1c(N)n(Cc2ccccc2)c(=O)[nH]c1=O (stereo not drawn)
 : -6, -3%, 2%, -18%, 4%, -2, -1%, 2%, 24, 4
18	O=C(Nc1cc(S(=O)(=O)N2CCOCC2)ccc1N1CCOCC1)c1ccccc1F
 : 19, -3%, 6%, ?, -6%, 11, -3%, -1%, -11, 27
19	COc1ccc(CN2CCN(CCCc3ccccc3)C(CCO)C2)c(OC)c1 (stereo not drawn)
 : ?, 5%, -22%, -30%, 3%, 24, -4%, 1%, 3, -1
20	N#Cc1cn(CCOC(=O)c2cccc(C(F)(F)F)c2)c(=O)[nH]c1=O
 : 2, 2%, 15%, -12%, -1%, 2, 2%, 1%, -6, 1
21	Cc1ccc2c(c1)NC(=O)c1cc([N+](=O)[O-])ccc1O2
 : -9, 6%, 0%, 13%, 0%, -10, 1%, 2%, 1, -10
22	CN(C)CCN1C(=O)C(=O)/C(=C(/O)c2ccc(S(=O)(=O)N3CCOCC3)cc2)C1c1ccccc1 (stereo not drawn)
 : 5, -4%, 16%, -1%, 5%, -2, 3%, 2%, 6, 3
23	Cc1nn(-c2ccccc2)c(N)c1C(O)(CC(=O)C(F)(F)F)C(F)(F)F (stereo not drawn)
 : 10, -1%[46.1 µM], 5%, -3%, 7%, 3, -4%, 0%, 6, 2
24	O=C(Nc1cccc(F)c1)c1ccc(-c2ccccc2C(F)(F)F)o1
 : ·, ·, -3%, 24%, 16%, ·, -18%, -1%, -11, ?
25	Cc1cc(C)c(S(=O)(=O)NCCc2ccccc2)c(C)c1
 : 20, -5%, -9%, 2%, 7%, 3, ?, -3%, 2, 2
26	N#Cc1ccc(C[C@H](C(=O)O)N2C(=O)c3ccc(C(=O)O)cc3C2=O)cc1
 : ·, ·, 1%, ·, 4%, ·, -4%, 2%, -3, ·
27	COc1ccc(-c2c[n+]3c(n2-c2ccccc2)SCC3)cc1
 : -2, 2%, 10%, ?, 4%, -2, -1%, 0%, -3, 1
28	Cc1cccc(N2C(=O)CC(Sc3nc(-c4ccccc4)c4cc(Cl)ccc4n3)C2=O)c1 (stereo not drawn)
 : 4, 5%, 1%, 1%, 12%, 2, 0%, -4%, -5, 2
29	O=[N+]([O-])c1ccc(/C=N/Nc2nc(N3CCCCC3)nc(N3CCCCC3)n2)o1
 : -4, -1%, -1%, 23µM*, -4%, -4, 28%, 0%, 4, ?
30	CC(=O)N1c2ccc(S(=O)(=O)NCC3CCC(C(=O)NCc4ccco4)CC3)cc2CC1C (stereo not drawn)
 : 11, 0%, 21%, 22%, -5%, -15, -2%, 1%, -3, 2

Fields – KCNH2 3.1 block, TCR activator, Eya2 inh, ELG1 DNA repair, AT treatment, KCNH2 WT inh, Mito fusion yeast, USP2a inh, TSHR antagonist, TRPV1 ag
31	CCN(CC)S(=O)(=O)c1ccc(N2CCN(CCOc3ccc(OC)cc3)CC2)nc1
 : -5, 1%, -7%, -8%, -1%, 1, -3%, 1%, -10, 6
32	COc1ccc(Br)c(C(=O)Nc2cccc(Cl)c2Cl)c1
 : 10, -6%[46.1 µM], -2%, ?, -1%, 8, 2%, 2%, -6, 20
33	CC1(C)CNC(=O)CC(C)(C)N1O
 : 3, 0%, 3%, 10%, 3%, -4, 2%, 4%, 16, 3
34	COc1ccc(S(=O)(=O)N(C)CC(=O)NCCC2=CCCCC2)cc1C
 : 1, -5%, -19%, -4%, 5%, 5, 5%, 1%, -4, 19
35	Cc1cc([N+](=O)[O-])ccc1NC(=O)c1cncc(Br)c1
 : -8, -3%[46.1 µM], -3%, ?, 3%, 18, 0%, 4%, -2, 3
36	Cc1nn(CC(=O)OCC(=O)c2ccccc2)c(C)c1[N+](=O)[O-]
 : -2, 1%[46.1 µM], -7%, 14%, 3%, 0, ·, 2%, -10, ·
37	Cc1ccc(Nc2nc(-c3ccc(C)cc3)c(CC(=O)O)s2)cc1
 : ·, -7%, -10%, 0%, ·, ·, 2%, 1%, 8, 3
38	Cc1cc(C)c(NC(=S)NC(CO)(CO)CO)c(C)c1
 : 9, 3%, -10%, 24%, 9%, -8, -1%, -1%, -7, 2

Screening data from PubChem BioAssay.
